Bioassay records from PubChem.
M. tuberculosis GlmU – inhibition of mycobacterial GlmU enzyme – biochemical, glucosamine-1-phosphate acetyltransferase (AID 1376) | Bifunctional protein GlmU (Mycobacterium tuberculosis (strain ATCC 25618 / H37Rv)) | M. tuberculosis GlmU acetyltransferase enzyme assay; higher % means a stronger effect | inhibition, %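 (tested at 30 µM in the primary screen)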, or IC50 in µM where a hit was titrated | 220,000 compounds, 0.25% hits; in the data active = inhibition above about 13%;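 note: 0% = complete reaction with vehicle and 100% = reaction without substrate; strong numbers were not always called active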
RmlCD inh 1536 – M. tuberculosis RmlC/RmlD coupled enzyme inhibitors, primary screen, biochemical, compound mixtures, 384-well, from 1536-well plates; RmlC+RmlD coupled enzyme assay, percent inhibition; primary screen in compound mixtures; inhibition, % at 3.6 µM; 160,000 compounds, 0.03% hits; AID 1533, 2009; in the data active = inhibition mostly above about 34%, no sharp cut-off; note: some results filed as inactive read as strong as hits
Target sequence (P9WH09 whole entry, looked up): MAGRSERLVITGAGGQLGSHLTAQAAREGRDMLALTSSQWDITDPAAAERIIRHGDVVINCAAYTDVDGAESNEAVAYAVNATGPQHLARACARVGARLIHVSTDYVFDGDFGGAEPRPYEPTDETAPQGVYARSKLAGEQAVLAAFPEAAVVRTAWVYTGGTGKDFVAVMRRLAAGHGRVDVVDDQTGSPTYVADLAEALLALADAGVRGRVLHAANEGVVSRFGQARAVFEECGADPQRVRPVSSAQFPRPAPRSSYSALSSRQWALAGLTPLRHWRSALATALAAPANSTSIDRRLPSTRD
Target sequence (P9WH11 whole entry, looked up): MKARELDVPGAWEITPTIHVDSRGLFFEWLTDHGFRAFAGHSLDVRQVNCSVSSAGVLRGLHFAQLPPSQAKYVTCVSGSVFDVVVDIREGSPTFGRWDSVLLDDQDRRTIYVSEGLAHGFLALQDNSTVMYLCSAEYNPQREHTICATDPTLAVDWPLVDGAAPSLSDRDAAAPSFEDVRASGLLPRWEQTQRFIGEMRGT
* marks the source's active call; other numbers are inactive results; . = no result given. The list is partial, so the mix of outcomes need not match the whole.

SMILES	M. tuberculosis GlmU	RmlCD inh 1536
CCS(=O)(=O)N1CCN(CC(=O)NC2CCCCC2)CC1	2.0%	6
O=C1NCCC12C(=O)Nc1ccccc12 (stereo not drawn)	-2.6%	.
COc1ccc(Nc2nc(Nc3ccc(OC)cc3)nc(SC3=NCCS3)n2)cc1	4.1%	-85
COc1ccc2oc(C(=O)OCC(=O)NC(=O)NC(C)C)c(C)c2c1	1.3%	10
CC(=O)N1c2ccccc2N2C(c3c(C)c(C)cc(C)c3C)=NON12	-7.3%	-2
O=C(O)Cn1ncc2c1-c1ccoc1CC2	1.3%	36
CCOC(=O)Cn1c(Br)nc2c1c(=O)[nH]c(=O)n2C	-9.0%	.
CCN(CC)CCN1C(=O)c2ccccc2NC1c1ccc(N(C)C)cc1 (stereo not drawn)	-4.9%	.
O=C(O)c1cc2ccc3ccccc3c2oc1=O	1.2%	1
Cc1cc(C)n(-c2ccc(F)cc2)c(=O)c1C(=O)O	2.4%	9
CCOc1cc(/C=N\NC(=O)Cc2ccccc2)ccc1OCC(=O)Nc1ccc(C)c(C)c1	.	-7
Cc1nc(-c2ccc(C#N)cc2)cs1	3.0%	5

Further compounds.
SMILES	M. tuberculosis GlmU	RmlCD inh 1536
Cn1c(=O)[nH]c(=O)c2c1nc(Br)n2CCCSc1nc2ccccc2o1	-2.8%	.
CCCCOc1ccc(/C=C/C(=O)OCC(=O)c2c(N)n(C)c(=O)n(C)c2=O)cc1OCC	6.7%	-9
COc1ccc(S(=O)(=O)NC2CC(C)(C)NC(C)(C)C2)cc1C(C)C	-2.4%	-6
CNC(=O)CCc1nc(-c2ccc(C(C)(C)C)cc2)no1	4.2%	.
O=C(Oc1cc(Cl)cc(Cl)c1)c1cnc2n(c1=O)CCS2	-4.3%	-7
CC(C)(C)c1ccc(C2(C)NC(=O)N(CC(=O)c3ccc[nH]3)C2=O)cc1 (stereo not drawn)	-1.9%	-21
O=C(COC(=O)c1ccc([N+](=O)[O-])s1)NCc1ccc(F)cc1	-2.6%	-7
O=C(Nc1nc2ccccc2s1)C1CC(=O)N(c2ccc(Br)cc2)C1 (stereo not drawn)	0.6%	.
Cc1cc(C=NCCCO)c(C)n1-c1cc(Cl)ccc1Cl	5.0%	-7
Cc1cc(-c2ccccc2)nc(SCc2ccc(C(=O)O)o2)n1	6.2%	.
CC(=O)C(Sc1ccc2nnc(-c3ccc(F)cc3)n2n1)C(C)=O	-4.0%	6
Cc1ccc(N=Nc2c(O)[nH]c3ccc(F)cc23)cc1	-5.1%	21

Next records.
SMILES	M. tuberculosis GlmU	RmlCD inh 1536
C=C(C)C1CC=C(C)/C(=N/NC(=O)COc2ccccc2Cl)C1 (stereo not drawn)	1.4%	-6
CCOC(=O)/C=C1\CC(=O)Nc2cc(C)c(C)cc2N1	0.2%	1
O=c1nc2ccccc2c2n1CC(CN1CCN(c3ccc(F)cc3)CC1)N2 (stereo not drawn)	-2.0%	2
CCCNC(=O)c1cccc(Br)c1	5.2%	-14
CC(Oc1ccccc1)c1ccnc2nc(N3CCOCC3)nn12 (stereo not drawn)	-2.3%	6
CN(C)CCCn1c(N)c(C#N)c2nc3ccccc3nc21	0.3%	.
Cc1ccc(C2(c3ccc(C)cc3)NC(=O)N(Cc3c(C)noc3C)C2=O)cc1	7.4%	11
COc1cc(/C=C2\N=C(c3ccccc3)NNC2=O)cc(OC)c1OC	3.4%	22
COc1ccc(S(=O)(=O)N(C(=O)c2ccncc2)c2ccc(OC(=O)c3ccncc3)cc2)cc1	-2.9%	.
NC(=O)Cn1cc(C(=O)c2cccs2)c2ccccc21	0.2%	.
O=C(CCN1C(=O)c2ccccc2C1=O)C1=NN[C@@H]2C(=O)N(c3ccc(F)cc3)C(=O)[C@H]12	1.6%	.
O=C(O)COc1ccc(F)cc1Br	2.3%	1

Complete entries from above. Values in the order: M. tuberculosis GlmU	RmlCD inh 1536
Shown for `CNC(=O)CCc1nc(-c2ccc(C(C)(C)C)cc2)no1` : 4.2%	.
Shown for `O=C(O)c1cc2ccc3ccccc3c2oc1=O` : 1.2%	1
Shown for `CC(C)(C)c1ccc(C2(C)NC(=O)N(CC(=O)c3ccc[nH]3)C2=O)cc1` (stereo not drawn) : -1.9%	-21
Shown for `CC(=O)N1c2ccccc2N2C(c3c(C)c(C)cc(C)c3C)=NON12` : -7.3%	-2
Shown for `CCOc1cc(/C=N\NC(=O)Cc2ccccc2)ccc1OCC(=O)Nc1ccc(C)c(C)c1` : .	-7

Additional compounds:
SMILES	M. tuberculosis GlmU	RmlCD inh 1536
CCC(C)[C@H](NC(=O)NCc1cccs1)C(=O)OC (stereo partly drawn)	0.5%	5
CCn1nc(C)c(NC(=O)/C=C/c2ccc(OC)c(COc3ccc(Cl)cc3Br)c2)c1C	.	-17
O=S1(=O)C[C@@H]2N=C(N/N=C/c3ccccc3)S[C@@H]2C1	-5.8%	-3
Cc1ccc(N2C(=O)CN(Cc3cccs3)C2=S)cc1C	5.0%	18
O=C(Cn1nnc(-c2ccncc2)n1)NCCc1ccccc1	-8.2%	.
CC(C)CC(=O)NC1(C(F)(F)F)C(=O)N(CC(C)C)C2=C1C(=O)CC(C)(C)C2 (stereo not drawn)	2.0%	-9
COc1ccc2[nH]c(C)c(CCN(Cc3cccs3)C(=S)Nc3ccc(F)cc3)c2c1	3.8%	-8
c1ccc(Oc2nc(Oc3ccccc3)nc(N3CCOCC3)n2)cc1	-1.3%	-7
CCOc1ccc(NC(=O)C2CCC(CNc3c(N4CCOCC4)c(=O)c3=O)CC2)cc1 (stereo not drawn)	1.3%	-6
COCc1ccc(CN2CCCC(CO)(Cc3ccccc3)C2)o1 (stereo not drawn)	-5.0%	-10
CC1=C(C(=O)N2CCCCC2)C(c2cccs2)NC(=O)N1 (stereo not drawn)	0.1%	3
COc1ccc(N2CCN(C(=O)c3ccc(N4C(=O)NC5CC4(C)Oc4ccccc45)cc3)CC2)cc1 (stereo not drawn)	-1.5%	4

Next part.
SMILES	M. tuberculosis GlmU	RmlCD inh 1536
C=CCNc1ncnc2ccccc12	3.0%	.
COc1ccccc1NC(=S)N(Cc1cccs1)C1CCCC1	1.2%	8
COC(=O)Cn1cc(C(=O)C2CC2)c2ccccc21	-4.7%	10
CCSc1nc2sc3c(c2c(=O)n1-c1ccc(OC)cc1)CCN(C)C3	-1.3%	-6
COc1ccc(C(=O)NCC2CCCO2)cc1 (stereo not drawn)	-0.9%	6
CCCS(=O)(=O)c1c(S(=O)(=O)CCC)c2c(C)cccn2c1C(N)=O	2.2%	.
Cc1ccc(-c2[nH]c3ccccc3c2SCCNC(=O)c2cc3ccccc3oc2=O)cc1	1.3%	.
CCOCCCNC(=O)c1ccc(N(C)S(=O)(=O)c2ccc(OC)cc2)cc1	-6.4%	10
NS(=O)(=O)c1ccc(CCNC(=S)Nc2ccccc2)cc1	-1.4%	-1
CCOc1ccc(CCNC(=O)c2[nH]c(C)c(C(C)=O)c2CC)cc1OCC	-4.8%	8
Cc1ccc(S(=O)(=O)NC2OC(=O)C(Cl)=C2Cl)cc1 (stereo not drawn)	13%*	.
Cc1ccc(NC2=C(Cl)C(=O)OC2OC(=O)c2ccco2)c(C)c1 (stereo not drawn)	-0.3%	.

(listing goes on)
SMILES	M. tuberculosis GlmU	RmlCD inh 1536
COc1ccc(C(=O)NNC(=O)CSc2nnc(-c3ccc(O)cc3)n2C)cc1	-0.2%	9
Cc1cc(NC(=O)CSc2ncn(-c3ccccc3)n2)no1	-4.6%	.
CCCCN(CCCC)S(=O)(=O)c1ccc(NC(=O)CN2CCOCC2)cc1	-1.0%	.
CSc1nnc(C)c(=O)n1COC(=O)COc1ccc(Cl)cc1Cl	2.4%	-9
N#CCCn1c(SCC(=O)Nc2ccc(N3CCOCC3)cc2)nc2ccccc21	0.9%	-31
Cc1cc(N2C(=O)c3ccc(C(=O)NCc4ccccc4)cc3C2=O)no1	-3.1%	7
Cn1c(=O)c2c(nc(SCCNS(=O)(=O)c3ccccc3)n2C)n(C)c1=O	1.5%	.
CNC(=O)CCSSCCC(=O)NC	-6.2%	-7
COc1ccc(N(C)C(=O)c2ccc3snnc3c2)cc1	0.7%	.
C/C(=N\OC(=O)c1c(-c2c(F)cccc2Cl)noc1C)c1nccs1	2.5%	.
O=C1N=c2ccccc2=C1c1c(O)n(-c2cccc(F)c2)[nH]c1=O	199µM*	9
Cc1nn(Cc2ccc(C(=O)N3c4ccc(F)cc4CCC3C)o2)c(C)c1Br (stereo not drawn)	0.3%	.

(cont.)
SMILES	M. tuberculosis GlmU	RmlCD inh 1536
O=C1N(CC(=O)N2CCc3ccccc32)CCN1Cc1ccc(Cl)cc1	-3.1%	-7
CC(=O)c1cccc(NC(=O)c2cc(Cl)sc2Cl)c1	-0.1%	2
O=C(/C=C/c1ccco1)Nc1cccnc1Cl	1.0%	-28
COc1cc2c(cc1NC(=O)CSc1nnc(Cc3cccs3)n1Cc1ccco1)oc1ccccc12	-0.8%	.
O=C(CCN1CCN(c2ccccc2)CC1)N/N=C/c1ccccc1O	1.7%	1
Cc1cc(-c2n[nH]c(=S)o2)c(C)n1-c1ccccc1	3.9%	.
CCSc1nnc(CCNC(=O)OC(C)(C)C)o1	-4.5%	1
CCN(c1ccccc1)S(=O)(=O)c1cc(C(=O)Nc2ccc(F)c(F)c2)ccc1F	5.1%	-6
CC1=C(C(N)=O)C(c2ccc(C)o2)C(C(N)=O)=C(C)N1	0.3%	.
COc1ccc(COc2cc(-c3cccc(OC)c3)nc3ccc(NC(=O)c4ccc(N(C)C)cc4)cc23)cc1	-1.9%	.
O=C(O)C[C@H]1c2cc(F)ccc2S(=O)(=O)N1C1CCCC1	-3.0%	.
Cc1ccc(C)c(NC(=O)COC(=O)CNC(=O)c2ccccc2Cl)c1	-0.7%	.

More structures follow.
SMILES	M. tuberculosis GlmU	RmlCD inh 1536
Cn1nnnc1SCCNCc1ccccc1OCc1ccc(Cl)cc1	-6.0%	.
CC1(C)Cc2ccccc2-c2nnc(-c3ccc(O)cc3)n21	.	-8
COC(=O)c1ccc(COc2ccc(-c3nn[nH]n3)cc2)cc1	1.9%	-10
CCOCCCNC(=O)Cc1ccc(OC)c(OC)c1	1.0%	-12
C=CCn1c(COc2ccccc2)nnc1SCC(=O)O	-2.5%	-2
C/C(=N\NC(=O)CSCc1ccc(Cl)cc1)c1ccc2c(c1)OCCO2	2.5%	-2
Cc1nn(C(=O)c2ccoc2C)c(N)c1-c1ccccc1	1.3%	.
COc1ccc(C(=O)NCC(c2cccnc2)N2CCN(c3ccccc3)CC2)cc1OC (stereo not drawn)	0.6%	16
CC(C)N1CCC(N2CCN(C/C=C/c3ccccc3)CC2CCO)CC1 (stereo not drawn)	0.3%	2
CCOC(=O)N1CCN(C(=O)c2ccccc2N(Cc2ccccc2)S(=O)(=O)c2ccc(OC)cc2)CC1	2.3%	.
CC(O)C(NS(=O)(=O)c1ccc(Cl)cc1)C(=O)OCC(=O)Nc1cccnc1Cl (stereo not drawn)	-7.8%	-3
Cn1c(=O)oc2cc(S(=O)(=O)N3CCC(C(=O)NCc4ccc(F)cc4)CC3)ccc21	2.9%	8

More structures follow.
SMILES	M. tuberculosis GlmU	RmlCD inh 1536
C=CCNC(=S)NNC(=O)COc1ccc(Br)cc1	1.1%	-16
CCn1c(CSc2nnc(-c3ccncc3)n2CCOC)nc2cc(C(=O)O)ccc21	-1.4%	.
Cc1nnc(-c2ccccc2)c(=O)n1/N=C/c1c(O)ccc2ccccc12	0.9%	.
CC(=O)O/N=C(/c1nonc1N)N1CCN(c2ccc([N+](=O)[O-])cc2Cl)CC1	-0.2%	-6
Cc1n[nH]c(=O)nc1N/N=C/c1ccco1	3.0%	-10
CCOC(=O)CC(=O)NC(C)(C)CCCCC(C)(C)NC(=O)CC(=O)OCC	1.6%	-10
O=C1NCC(NC(=O)C(F)(F)F)c2cc3c(cc21)OCO3 (stereo not drawn)	-1.1%	.
Cc1ccc(C2=NNC(C(O)C(O)C(O)C(C)O)S2)cc1 (stereo not drawn)	0.5%	.
CC(C)NC(=O)COC(=O)c1ccccc1C(=O)c1ccccc1	-5.0%	17
Cc1nnc(SCC(=O)NCc2ccco2)n1-c1ccc(F)cc1	-3.1%	.
CN1/C(=C/C=C(C#N)C#N)C=Cc2ccccc21	-4.7%	.
CCN1/C(=N\N)c2cccc3cccc1c23	-6.7%	-5

(next part)
SMILES	M. tuberculosis GlmU	RmlCD inh 1536
Cc1ccc(NC(=O)COc2ccc(-c3nnco3)cc2)cc1S(=O)(=O)N1CCOCC1	-8.4%	10
C(=N/Nc1nc(-c2ccccc2)cc(-c2ccccc2)n1)/c1cccnc1	1.0%	-5
CCOC(=O)C(C)Sc1ncnc2nc[nH]c12 (stereo not drawn)	-2.7%	.
O=C(CSc1nnc(CNc2ccccc2)o1)N1CCc2ccccc21	4.2%	-1
Cc1ccccc1S(=O)(=O)Nc1ncc(C(F)(F)F)cc1Cl	3.7%	5
Cn1c(SC/C=C/c2ccccc2)nnc1-c1cccs1	2.7%	.
COC(=O)c1ccc(NC(=S)NCc2ccco2)cc1	-0.8%	10
CC1=C(C(N)=O)C(c2cccs2)n2nc(-c3cccc(C)c3)nc2N1 (stereo not drawn)	3.9%	.
C=CCn1c(SCC(=O)NCc2ccc3c(c2)OCO3)nnc1-c1cccnc1	-0.7%	-10
CC1(C)CC(=O)c2cnc3nc4ccccc4n3c2C1	-7.8%	-3
O=C(COC(=O)/C=C/c1cn(-c2ccccc2)nc1-c1cccnc1)Nc1ccc(Cl)cc1Cl	1.4%	8
